EBI2 block: EBI2 receptor antagonists, beta-arrestin recruitment, primary screen, cell-based, luminescence, 7a,25-OHC stimulation, uHTS; 7a,25-OHC stimulated; G-protein coupled receptor 183 (Homo sapiens), P32249; AID 651636, 2012; actives 0.81% (n = 360,000); inhibition, % at 5 µM; in the data active = inhibition above about 38%;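 note: enzyme fragment complementation signal reports receptor beta-arrestin coupling in cells; 0% = agonist plus DMSO wells and 100% = wells without agonist; some results beyond the cut were filed as inactive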
CCR6 antagonist: CCR6 receptor antagonists, primary screen, cell-based, CHO-K1, luminescence, beta-arrestin, uHTS. CHO-K1 CCR6 PathHunter beta-arrestin, CCL20-stimulated. inhibition, % at 20 µM. actives 0.49% (n = 340,000). AID 493098, 2011;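 active = compounds whose inhibition of the agonist-driven luminescence signal at 20 µM reaches about 50%, limit read from the data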;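 note: cells stimulated with CCL20 at 14 nM final; plate controls were DMSO with CCL20 for no effect and DMSO without agonist for full effect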
Target sequence (P51684 whole entry, looked up): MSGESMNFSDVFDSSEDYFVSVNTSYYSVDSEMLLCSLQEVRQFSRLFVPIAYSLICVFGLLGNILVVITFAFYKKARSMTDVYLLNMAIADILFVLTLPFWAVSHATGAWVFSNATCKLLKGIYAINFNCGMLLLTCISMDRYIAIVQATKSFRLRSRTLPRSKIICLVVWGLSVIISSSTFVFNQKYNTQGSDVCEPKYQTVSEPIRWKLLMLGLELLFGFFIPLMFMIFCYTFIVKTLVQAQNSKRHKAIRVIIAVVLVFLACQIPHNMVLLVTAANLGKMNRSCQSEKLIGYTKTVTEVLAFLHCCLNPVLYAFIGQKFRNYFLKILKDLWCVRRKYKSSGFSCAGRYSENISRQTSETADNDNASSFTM
APJ antag: antagonists of human apelin receptor APJ, primary screen, CHO-K1 cells, beta-arrestin complementation, luminescence. P35414. actives 0.32% (n = 330,000). inhibition, % at 20 µM;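 active = inhibition above about 40% at 20 µM, limit read from the data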;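 note: cells challenged with 10 nM apelin-13 agonist together with compound; plate controls were apelin-13 plus DMSO wells for no effect and DMSO wells lacking apelin-13 for full effect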
CXCR6 inh: CXCR6 receptor inhibitors, primary screen, cell-based, beta-arrestin, luminescence, CHO-K1 PathHunter, 1536-well; C-X-C chemokine receptor type 6 (Homo sapiens), O00574; inhibition, % at 20 µM; actives 0.36% (n = 360,000); in the data active = inhibition above about 34%, passing the limit was not always enough;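 note: antagonist mode with CXCL16 agonist at 10 nM final; 0% = 10 nM CXCL16 with DMSO and 100% = unstimulated wells without agonist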
Target sequence (O00574 whole entry, looked up): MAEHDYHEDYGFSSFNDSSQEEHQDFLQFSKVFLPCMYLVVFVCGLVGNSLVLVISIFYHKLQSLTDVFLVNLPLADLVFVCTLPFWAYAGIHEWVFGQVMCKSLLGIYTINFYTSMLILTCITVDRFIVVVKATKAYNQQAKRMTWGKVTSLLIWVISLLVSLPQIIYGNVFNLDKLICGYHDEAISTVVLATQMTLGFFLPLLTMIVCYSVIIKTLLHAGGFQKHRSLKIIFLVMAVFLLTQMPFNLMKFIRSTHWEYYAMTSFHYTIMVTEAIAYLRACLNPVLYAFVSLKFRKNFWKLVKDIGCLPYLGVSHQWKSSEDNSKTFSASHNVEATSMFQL
697 NFkB inh: inhibitors of PMA/ionomycin-induced NF-kB reporter, 697 cells, primary screen, B-cell NF-kB inhibitor project, cell-based, luminescence, uHTS; actives 0.33% (n = 330,000); inhibition, % at 4 µM; 697 B-cell NF-kB luciferase reporter, 16 h; in the data active = inhibition above about 35%
Gli-Sufu block: Gli-Sufu pathway antagonists, primary screen, luciferase luminescence, Sufu-KO-LIGHT cells, uHTS. Sufu-KO-LIGHT fibroblasts, Gli luciferase reporter luminescence. inhibition, % at 5 µM. actives 0.74% (n = 340,000). AID 588413, 2011;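 active = inhibition above about 55%, limit read from the data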;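 note: 0% = DMSO-treated cells and 100% = wells with medium but no cells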
UBC13 inh: UBC13 polyubiquitin chain formation inhibitors, primary screen, biochemical, TR-FRET, uHTS. Ubiquitin-conjugating enzyme E2 N (Homo sapiens), P61088. inhibition, % at 20 µM. actives 0.47% (n = 330,000). AID 485273, 2010; in the data active = inhibition above about 45%, passing the limit was not always enough
Target sequence (P61088 whole entry, looked up): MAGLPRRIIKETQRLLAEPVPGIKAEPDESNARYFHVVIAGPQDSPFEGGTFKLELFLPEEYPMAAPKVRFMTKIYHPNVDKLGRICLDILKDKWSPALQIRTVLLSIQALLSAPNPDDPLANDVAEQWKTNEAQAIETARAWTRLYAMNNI
Jurkat NFkB inh: inhibitors of induced NF-kB luciferase reporter, primary screen, TCR NF-kB activation inhibitor project, cell-based, luminescence, uHTS. Jurkat, PMA/ionomycin-induced NF-kB luciferase reporter. inhibition, % at 4 µM. actives 0.53% (n = 330,000); in the data active = inhibition above about 50%
Active calls of the source: *; nt = no result given. The order is random; any-hit rate near 3%.

SMILES	EBI2 block	CCR6 antagonist	APJ antag	CXCR6 inh	697 NFkB inh	Gli-Sufu block	UBC13 inh	Jurkat NFkB inh
N#C/C(=N\Nc1ccccc1F)c1nc(-c2ccccc2)cs1	-5	14	16	5	-24	9	-6	1
CCOC(=O)c1sc(NC(=O)Cc2ccccc2OC)nc1C	-4	9	17	6	-17	-14	0	-8
Cc1cccc(NC(=O)CN2C(=O)S/C(=C\c3ccccn3)C2=O)c1	-8	21	11	-5	8	-13	1	11
CCOc1ccccc1NC(=S)NCc1ccco1	-3	0	-9	-2	16	5	-4	13
CC(C)CNCC(=O)N1c2ccccc2Sc2ccccc21	-1	-23	-1	2	-8	3	1	-16
Cn1nccc1NC(=O)Nc1ccccc1	-5	10	0	5	-6	6	-3	-7
CC(C)(C)c1cc(C(=O)O)nn1-c1ccccc1	9	2	5	-3	10	-6	1	5
COc1ccc2c(C(=O)c3ccc(C)cc3)n(CCCC(N)=O)[n+]([O-])c2c1	-20	-10	3	-9	7	-6	-2	3
Cc1c(C(=O)Nc2cccc(S(=O)(=O)N3CCOCC3)c2)oc2ccccc12	2	0	8	-6	-5	-8	15	0
CCCn1c(SCC(=O)NC)nnc1C(C)C	-15	5	11	-5	9	-5	2	1
CCCC12CN3CC(C)(CN(C1)C3c1ccc(OC)cc1)C2=O (centres undefined)	4	11	-4	10	23	9	-3	19
CCc1ccc(N2C(=O)Nc3ccccc3C2(O)C(=O)N2CCN(c3ccccn3)CC2)cc1 (centres undefined)	7	-1	10	1	-13	-3	-8	17
COC(=O)c1ccc(NC(=O)CNC(=O)C2CCCCC2)cc1	1	-12	-16	-12	-6	94*	-3	-19
COc1ccccc1OCC(=O)NN1Cc2ccccc2C1=N	5	2	-3	-2	7	-6	-2	0
CCOc1ccccc1NC(=O)c1cccc2c1C(=O)N(CCOC)C2	4	9	-1	3	-6	2	7	-16
COc1cccc(NC(=O)CN2CCN(c3ccccc3F)CC2)c1	-2	4	-6	8	7	-2	0	3
CN(Cc1ccccc1)Cc1c(F)cccc1F	8	-10	-10	5	11	0	10	11
Cc1ccc(S(=O)(=O)NNC(=S)NCC2CCCO2)cc1 (centres undefined)	-6	9	4	-3	15	18	4	8
COc1ccc2[nH]c(=O)c(C(c3nnnn3C3CCCC3)N(C)C3CCCCC3)cc2c1 (centres undefined)	62*	22	10	4	5	24	5	17
CCOC(=O)c1sc(=NC(=O)c2ccc(C)cc2)n(C)c1C	10	-8	-8	9	-49	-22	42	-93
O=C(Nc1ccccc1)Nc1ccc2snnc2c1	-2	-9	6	-16	-46	-26	6	-56
CCCN(CC(=O)Nc1ccccc1C)C(=O)c1ccc2c(c1)S(=O)(=O)N=C1CCCCCN12	2	12	1	0	19	-7	0	3
CCOP(=O)(OCC)c1nc(/C=C/c2ccccc2)oc1NCc1ccc(OC)cc1	22	10	25	9	-9	-6	20	-6
Cc1nn(-c2ccc(F)cc2)c(C)c1CN1CCN(Cc2ccccc2)C(CCO)C1 (centres undefined)	-11	-5	8	-5	14	45	4	13
CCOC(=O)C1CCCN(Cc2ccccc2Cl)C1 (centres undefined)	-10	11	16	6	-44	1	-5	-12

Reprinted from the part before: six compounds, then new ones.
SMILES	EBI2 block	CCR6 antagonist	APJ antag	CXCR6 inh	697 NFkB inh	Gli-Sufu block	UBC13 inh	Jurkat NFkB inh
CCOC(=O)c1sc(=NC(=O)c2ccc(C)cc2)n(C)c1C	10	-8	-8	9	-49	-22	42	-93
O=C(Nc1ccccc1)Nc1ccc2snnc2c1	-2	-9	6	-16	-46	-26	6	-56
CCCN(CC(=O)Nc1ccccc1C)C(=O)c1ccc2c(c1)S(=O)(=O)N=C1CCCCCN12	2	12	1	0	19	-7	0	3
CCOP(=O)(OCC)c1nc(/C=C/c2ccccc2)oc1NCc1ccc(OC)cc1	22	10	25	9	-9	-6	20	-6
Cc1nn(-c2ccc(F)cc2)c(C)c1CN1CCN(Cc2ccccc2)C(CCO)C1 (centres undefined)	-11	-5	8	-5	14	45	4	13
CCOC(=O)C1CCCN(Cc2ccccc2Cl)C1 (centres undefined)	-10	11	16	6	-44	1	-5	-12
CN1CCN(c2nc(-c3ccccc3)ncc2S(=O)(=O)c2ccccc2)CC1	3	14	8	-6	3	13	-2	0
COC(CSc1nc(N)c2c3c(sc2n1)CN(C)CC3)OC	-4	4	-5	-18	-2	1	6	-4
CCCNC(=O)c1cnc(-c2ccccc2)nc1-c1ccccc1	-5	7	22	12	15	-33	6	17
COc1ccc(OC)c(C(=O)Cn2nnc(-c3ccc(N4CCOCC4)cc3)n2)c1	-20	14	-8	-4	-16	-14	9	13
CCCCC(NC(=O)c1ccccc1)C(=O)OCC(=O)N1c2ccccc2Sc2ccccc21 (centres undefined)	6	3	1	-9	10	4	-4	3
COc1ccc(CCN2CC(C(=O)OCC(=O)NC(Cc3ccccc3)C(C)=O)CC2=O)cc1OC (centres undefined)	-3	8	nt	5	nt	-6	nt	nt
O=C(Nc1ccc(Br)cc1)c1cccc(-n2cnnn2)c1	-5	22	16	-5	-18	23	11	-5
Cc1ccc(CC(=O)Nc2ccc(S(=O)(=O)N3CCOCC3)cc2)cc1C	8	10	4	6	3	-10	0	-7
O=C(CCN1CCN(CCO)CC1)Nc1ccccc1	6	10	7	-1	10	-2	2	1
O=C(c1ccco1)N1CCN(C2=NS(=O)(=O)c3ccccc32)CC1	-12	12	-4	-1	9	-3	-4	11
Cc1nc2ccccc2n1CC(O)COc1ccccc1Cl (centres undefined)	-4	14	2	-12	-43	6	10	23
O=C1NCCc2c1[nH]c1ccc([N+](=O)[O-])cc21	6	4	5	6	2	-11	-6	-3
Cc1cc(C)cc(NC(=O)CCCCCN2C(=O)[C@@H]3Cc4ccccc4CN3C2=O)c1	-5	17	7	-4	-2	6	3	15
Cc1cccc(Oc2cc(NC(=O)c3ccccc3)cc([N+](=O)[O-])c2)c1	17	17	-4	-3	-43	23	-2	26
CCC(C)NC(=O)c1csc2c1CCCCC2 (centres undefined)	7	-6	22	-1	10	7	-8	1
COc1ccccc1N1CCN(CC(O)COc2c(OC)cccc2OC)CC1 (centres undefined)	-4	-11	-28	2	2	7	0	6
Cc1ccc(C(C)C)cc1OCC(=O)NNC(=O)Nc1ccccc1	4	-5	-1	-2	15	1	0	1
O=C1CC(N2CCN(Cc3ccccc3)CC2)C(=O)N1c1ccccc1 (centres undefined)	-5	-4	13	12	19	4	7	3
CN(C)C(=O)CCc1nc(-c2ccc(C(C)(C)C)cc2)no1	-3	-1	13	8	81*	-30	0	-67
O=C(NC1CCCc2ccccc21)C1CCN(S(=O)(=O)c2cccc3nonc23)CC1 (centres undefined)	0	5	9	5	1	5	-9	0
Cn1c(=O)c2c(nc(NCc3ccc4c(c3)OCO4)n2Cc2ccc(F)cc2)n(C)c1=O	7	0	-3	4	-12	54	4	6
CCn1c(=O)cc(OCC(=O)Nc2ccc(OC)c(OC)c2)c2ccccc21	-8	-3	9	-1	36*	-24	12	7
CC(C)n1c(SCC(=O)NC2CCCCC2)nnc1-c1ccco1	-14	13	5	-2	-9	-8	-1	-20
S=C(Nc1ccccc1Cl)Nc1ccc(Cl)cc1Cl	-9	5	15	-7	5	-4	-2	-5
COc1ccccc1CN1CC(C(=O)N(C)Cc2ccc(C)o2)CCC1=O (centres undefined)	-2	-4	-12	-24	1	4	1	-8
SMILES	EBI2 block	CCR6 antagonist	APJ antag	CXCR6 inh	697 NFkB inh	Gli-Sufu block	UBC13 inh	Jurkat NFkB inh
Cc1cc(=O)oc2c3c(cc(OCC(=O)N[C@H](C(=O)O)c4ccccc4)c12)OC(C)(C)CC3	-5	13	-34	-4	-8	-5	5	-7
O=C(CSc1nc2ccccc2n1CC(=O)N1CCOCC1)N1CCCC1	1	-10	-4	-1	-16	-3	-10	0
CCCn1nc(C(=O)N2CCc3ccccc3C2)c2ccccc2c1=O	7	9	-6	6	-10	4	0	1
COc1ccc(NC(=O)CCCNC(=O)Cn2cnc3sc4c(c3c2=O)CCCC4)c(OC)c1	-11	15	-3	-2	6	-9	7	-8
COc1cc(NC(=O)CN2CCN(c3ccccn3)CC2)cc(OC)c1OC	-7	-12	-6	-6	4	-18	-1	13
CC(C)(C)c1[nH]nc2c1C(c1cccnc1)C(C#N)=C(N)O2 (centres undefined)	-5	-1	-3	-2	2	-5	3	9
Cc1ccc(N2CC(C(=O)Nc3ccccc3C(=O)NC3CCCCC3)CC2=O)cc1 (centres undefined)	2	20	14	10	11	0	2	10
COc1ccc(CC(=O)Nc2cc(C)on2)cc1	-11	5	-19	4	16	1	5	-11
CC1CCCC(NC(=O)CSc2nncs2)C1C (centres undefined)	9	-7	7	3	2	-3	0	-2
CCC(C)c1ccccc1NC(=S)Nc1cccnc1 (centres undefined)	-11	1	9	-1	-1	-3	2	-3
COc1ccc(CC(C)NS(=O)(=O)c2ccc3c(c2)CCN3S(C)(=O)=O)cc1OC (centres undefined)	-6	-7	8	7	-47	nt	-12	2
COc1cccc(NC(=O)NCCc2ccc(Cl)cc2)c1	11	-2	-16	-1	-3	-10	7	12
Cc1cc(C[n+]2ccsc2N)c2ncccc2c1	1	9	11	7	6	3	2	2
CCN(CC)S(=O)(=O)c1ccc(C(=O)N2CCN(C3=NS(=O)(=O)c4ccccc43)CC2)cc1	-7	10	2	-2	13	8	-2	-4
CCc1c(C)nc(SCC(=O)N2CCN(c3ccccc3OC)CC2)[nH]c1=O	-11	-4	11	-1	4	1	-9	8
CCOc1ccc(CCNC(=O)COC(=O)c2cccc(S(=O)(=O)N(C)C)c2)cc1OCC	-9	7	nt	-2	nt	-13	nt	nt
Cc1oc(-c2ccccc2)nc1C(=O)OCC(=O)NCc1ccccc1	3	12	14	0	5	-2	8	0
CCc1ccc(OC(=O)Nc2ccccc2)cc1	4	4	15	3	-85	-59	-4	-6
O=C1CCC(C(=O)Nc2cc(C(F)(F)F)ccc2-n2cncn2)=NN1	-3	5	-30	-1	-12	-19	0	-18
O=C(NC1CCCCC1)C1CC(=O)N(CCc2ccc(F)cc2)C1 (centres undefined)	10	29	9	-2	14	-11	0	11
COC(=O)C1=C(CCc2ccccc2)NC(=O)NC1c1ccc(C#N)cc1 (centres undefined)	5	-8	16	-7	4	-6	-5	20
Cc1nc(SCC(=O)N2CC(=O)Nc3ccccc32)nc(C)c1C	-7	13	8	4	-4	2	9	8
Cc1ccc(C(=O)N2CCOCC2)cc1S(=O)(=O)N1CCOCC1	3	3	-9	0	-2	-5	-1	-20
COc1ccc(Cl)cc1NS(=O)(=O)c1cccc(C(=O)NC2CCC(O)CC2)c1 (centres undefined)	5	-13	7	8	-2	-1	7	5
Cc1cc(=O)oc2c(CN3CCCC3)c(O)ccc12	2	3	2	5	1	-2	17	-13
SMILES	EBI2 block	CCR6 antagonist	APJ antag	CXCR6 inh	697 NFkB inh	Gli-Sufu block	UBC13 inh	Jurkat NFkB inh
CCN(CC)S(=O)(=O)c1ccc(C)c(NC(=O)COC(=O)c2ccc(C)c(S(=O)(=O)N3CCOCC3)c2)c1	0	-1	0	0	16	9	-1	4
O=[N+]([O-])/C=C/c1ccc2c(ccn2Cc2ccccc2)c1	16	91*	25	73*	-7	-9	-6	-18
O=C(CCN1C(=O)c2ccccc2S1(=O)=O)Nc1ccccc1O	-2	9	-8	-13	11	0	-7	5
CN(CC(=O)Nc1cccc(F)c1)C(=O)c1cccc(-n2cccc2)c1	1	12	-15	0	14	-9	-3	-5
CC1=CC=CC2=NC(=O)CC(C)(C(=O)O)N12 (centres undefined)	-8	6	3	-5	15	-26	5	10
CCCOc1ccc(C(=O)Nc2ccc(S(=O)(=O)Nc3cc(C)nc(C)n3)cc2)cc1	7	-2	-1	2	-4	7	0	7
CCC(C(=O)NCCc1c[nH]c2ccc(C)cc12)c1ccccc1 (centres undefined)	28	12	-5	4	-23	0	1	-29

Bioassay records from PubChem.
